# Screening data as filed in PubChem BioAssay.
# GAA inh: inhibitors of human lysosomal alpha-glucosidase. purified human GAA, 4-MU-alpha-glucoside fluorescence. actives 0.005% (n = 200,000). Potency, µM (doses to about 76.9 µM), for inactives: top-dose activity change, negative = inhibition, hits mostly inhibitors. P10253. AID 1466;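 note: plate controls were uninhibited enzyme wells for no effect and no-enzyme background for full effect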
#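 Compounds are titrated up to 77 uM against 4 nM human enzyme. Substrate 4-methylumbelliferyl-alpha-D-pyranoside (400 uM) reacts 20 min at room temperature in pH 5.0 buffer; liberated 4-methylumbelliferone is read at 440 nm.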
# GAA spleen mod: inhibitors or activators of human alpha-glucosidase in spleen homogenate; P10253; human spleen homogenate, 4-MU-alpha-glucoside fluorescence; Potency, µM (series often up to 79.9 µM), inactives show at the highest dose activity change, negative = inhibition, most hits filed as inhibitors; actives 0.006% (n = 240,000); AID 2112;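 note: 0% = enzyme with vehicle and -100% = no enzyme basal signal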
#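 Human spleen homogenate (1 ug) with 4-methylumbelliferyl-alpha-D-glucopyranoside (1 mM final) in 50 mM citrate/phosphate pH 5.0, 0.01% Tween-20; 40 min at 37 C. Stopped at pH 10; 4-MU fluorescence Ex 365/Em 440 nm; AC50 by Hill fit.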
# HTT ATP protect: Huntington cell model cytoprotection by ATP luminescence; PC12 HTT-Q103 induced, cytoprotection, ATP luminescence, 40 h; Potency, µM (titrated, usually from 56.4 µM), for the others: cytoprotection (ATP increase), actives largely listed as activators; actives 0.14% (n = 230,000); AID 1471;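 note: % of control where 0% means no effect; nearly all actives have a fitted effect of over 45% in size; toxic huntingtin expression switched on by the ecdysone agonist tebufenozide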
#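 Quantitative HTS on tebufenozide-induced (100 nM) PC12 cells expressing HTTQ103 exon 1–GFP; compounds tested as a concentration series; survival measured via cellular ATP.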
# aGal spleen mod: alpha-galactosidase A (human) modulation; P06280; Potency, µM (doses to about 80 µM), for the others: top-dose activity change, negative = inhibition, actives largely listed as inhibitors; actives 0.008% (n = 240,000); human spleen homogenate, 4MU-alpha-Gal fluorescence, 40 min;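 note: 0% = enzyme with vehicle and -100% = no enzyme basal signal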
# Target sequence (P06280 32-429 limits assumed): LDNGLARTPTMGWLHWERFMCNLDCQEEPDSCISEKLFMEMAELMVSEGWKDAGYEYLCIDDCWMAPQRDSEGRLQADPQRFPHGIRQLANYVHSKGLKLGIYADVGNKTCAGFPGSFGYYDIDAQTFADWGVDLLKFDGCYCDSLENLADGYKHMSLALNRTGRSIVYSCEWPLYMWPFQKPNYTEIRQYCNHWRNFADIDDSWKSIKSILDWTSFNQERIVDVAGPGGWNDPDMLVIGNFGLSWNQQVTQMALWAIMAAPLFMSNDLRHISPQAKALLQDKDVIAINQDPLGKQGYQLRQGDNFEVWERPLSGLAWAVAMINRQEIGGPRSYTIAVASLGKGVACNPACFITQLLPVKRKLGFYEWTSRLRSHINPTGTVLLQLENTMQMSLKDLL
#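 Spleen homogenate 1 ug + cpd (titration) + 4-MU-alpha-D-galactopyranoside 1 mM; 37C 40 min; 50 mM citrate/phosphate pH 5.0, 0.01% Tween-20; stop pH 10; fluorescence 365/440; AC50 via Hill.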
# Tau fluor cs: counter-screen for tau fibril formation inhibitors; tau K18 P301L Alexa594 fluorescence, heparin fibrillization; Potency, µM (top dose mostly 57.7 µM), for the others: top-dose activity change, negative = decrease; actives 0.93% (n = 280,000); AID 1463; note: % is set by controls: 0 for no effect and ±100 for the full control effect; nearly all actives have a fitted effect of over 55% in size
#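 Human tau K18 P301L (15 uM unlabeled, 0.24 uM Alexa 594-labeled) in 100 mM sodium acetate pH 7 with 20 uM heparin, 6 hr at 37 C. ThT 30 uM added, 1 hr ambient; Alexa 594 FP and total fluorescence read at 555/632 nm.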
# Tau fibril ThT: inhibitors of human tau fibril formation, thioflavin T binding; recombinant tau K18 P301L (four-repeat tau fragment), heparin-induced fibrillization, ThT fluorescence; Potency, µM (highest dose often 57.4 µM), inactives show at the top dose activity, negative = inhibition, actives largely listed as inhibitors; actives 2.1% (n = 270,000); note: % is set by controls: 0 for no effect and ±100 for the full control effect; nearly all actives have a fitted effect of over 55% in size
# Target sequence (P10636 561-689 P618L limits assumed): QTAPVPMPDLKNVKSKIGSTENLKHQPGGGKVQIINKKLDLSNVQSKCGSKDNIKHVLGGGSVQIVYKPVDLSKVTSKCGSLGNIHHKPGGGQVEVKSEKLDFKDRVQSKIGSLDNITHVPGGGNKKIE
#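 Aggregation was driven by heparin (20 uM final) acting on recombinant tau […] bearing P301L in 100 mM sodium acetate pH 7; fibrils were detected with Thioflavin T.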
# GAA glycogen: inhibitors or activators of human alpha-glucosidase glycogen cleavage; recombinant GAA, glycogen substrate, Amplex Red glucose oxidase fluorescence; Potency, µM (top dose mostly 76.4 µM), for inactives: at the highest dose activity change, negative = inhibition, usual class: inhibitors; actives 0.38% (n = 300,000);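 note: 0% = full enzyme reaction and -100% = no-enzyme basal signal; the screen sought inhibitors and activators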
#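 Recombinant human enzyme (4 nM); glycogen substrate; 37 C, 40 min, pH 5.0. Readout: coupled glucose oxidase/Amplex Red fluorescence.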
# Tau fibril FP: inhibitors of human tau fibril formation; P10636; K18 P301L tau heparin fibrillization, Alexa594 FP, 6 h; Potency, µM (doses to about 57.7 µM), for the others: at the top dose activity, negative = inhibition, hits mostly inhibitors; actives 0.39% (n = 280,000); AID 1468; note: % is set by controls: 0 for no effect and ±100 for the full control effect; nearly all actives have a fitted effect of over 55% in size
#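 Compound effects on tau fibrillization are measured by Alexa 594 fluorescence polarization (ex 555, em 632 nm). K18 P301L tau is used at 15 uM with 0.24 uM labeled tracer, and 20 uM heparin induces aggregation over 6 hr at 37 C.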
# * hit, by the source's call; ? = inconclusive; · = no result given; & = joins results of further samples; [ ] = another dose, or the depositor's remark. Calls come from the whole dose curve; as a rule, active = well fitted curve in the direction sought with a large enough effect; inconclusive = small, poorly fitted or top-dose-only effect, or another doubt; inactive = no such curve, though single readings can be large; an effect the other way counts as inactive or inconclusive. Potency is the fitted concentration of half-maximal effect. No enrichment for hits. Share with any hit: about 3.3%.
# Order of values: GAA inh, GAA spleen mod, HTT ATP protect, aGal spleen mod, Tau fluor cs, Tau fibril ThT, GAA glycogen, Tau fibril FP
COc1ccc(OC)c(NC(=O)CCCc2nnc3n(C(C)C)c(=O)c4sccc4n23)c1
→ ·, ·, ·, ·, -12%, -10%, 8%[76.3 µM], -1%
O=C(COC(=O)c1cccnc1Cl)c1ccc(OC(F)F)cc1
→ 12%, 9%, -21%, 4%, -3%, -12%, 3%, 9%
CCC1C(=O)CC(c2ccccc2)NC1c1ccccc1 (stereo unspecified)
→ 5%, 2%, ·, 1%, -2%, -4%, 8%, -1%
CCOC(=O)N1CCC(Nc2c(NCCCN3CCN(CC)CC3)c(=O)c2=O)CC1
→ ?, -17%, -1%, -14%, -9%, -15%, 7%, 5%
Cc1ccc(CN2CN(S(=O)(=O)c3cccs3)c3nc4ccccc4nc32)cc1
→ ?, -8%, -41%[inhibitor], -10%, ?, ?, 33%, -8%
OCC(Cc1ccccc1)NCc1ccccc1C(F)(F)F (stereo unspecified)
→ 1%, -8%, ·, 8%, -6%, -3%, 0%, -8%
C=C(CC1([C@@H](NP(=O)(c2ccccc2)c2ccccc2)[C@H]2C[C@@H]2CCCC)CC1)c1ccccc1
→ ?, -1%&10%, -27%, -2%&9%, -18%&-20%, ?, -6%, -2%&-6%
O=C(CP(=O)(c1ccccc1)c1ccccc1)Nc1nc2ccccc2s1
→ ·, -2%, 3%[10 µM], 5%, -15%, -7%, 5%, -2%
CC(C)CCNC(=O)CN(C(=O)CCC(=O)Nc1ccccn1)c1ccc(F)c(Cl)c1
→ 0%, 1%, -11%, 4%, -15%, -7%, 10%, -7%
COCCNC(=O)CCCn1c(SCC(=O)Nc2ccc(F)cc2)nc2c(sc3ccccc32)c1=O
→ ·, ·, ·, ·, -1%, ?, 16%[76.3 µM], ?
CCOC(=O)c1cc2c(=O)n3ccccc3nc2n(Cc2ccco2)c1=NC(=O)c1ccc(OCC)cc1
→ ·, ·, ·, ·, -15%, -12%, -1%[76.3 µM], -8%
CCOC(=O)N1CCN(C/C(C)=C/c2ccccc2)CC1
→ 0%, -1%, 5%, -1%, -4%, -13%, 6%, 6%
CS(=O)(=O)N(Cc1ccc(C(=O)NN=C2CCCC2)cc1)c1ccccc1
→ -1%, -3%, 8%[10 µM], -1%, -2%, 19%, -2%, 5%
O=C(CCc1ccc(S(=O)(=O)N2CCOCC2)cc1)NCCCN1CCCC1=O
→ 6%, 2%, 8%, 8%, 2%, 3%, 2%, 2%
CC(=O)Nc1ccc(/C=C/c2nc(-c3ccccc3O)n(-c3ccccc3)n2)cc1
→ ·, ·, ·, ·, -15%, -1%, -6%[76.3 µM], ?
Cc1cc(=O)oc2cc(O)c(N=Nc3ccccc3)cc12
→ -4%, 1%, -19%[10 µM], -9%, ?, ?, 8%, 14%
COc1cccc(-n2c(C)n[nH]c2=O)c1
→ 3%, -5%, 18%, -9%, -4%, -5%, 8%, 3%
C/C=C/C(=O)OCC(=O)Nc1ccc(F)cc1Cl
→ 5%, -3%, -11%, 4%, 2%, 0%, -4%, -1%
Cc1oc(-c2cccs2)nc1CS(=O)CC(=O)NCCCN1CC(C)CC(C)C1 (stereo unspecified)
→ 8%, 7%, -6%, 2%, -3%, -11%, -15%, 1%
O=C(NC1CCCCC1)c1ccc(CSc2nc3cccnc3n2Cc2ccccc2)cc1
→ ·, ·, ·, ·, -7%, 1%, ?, 7%
CCOC(=O)CNC(=O)Cn1cnc2ccc(S(=O)(=O)N3CCC(C)CC3)cc2c1=O
→ -2%, 3%, -3%, 12%, -27%, -4%, 5%, -8%
Cc1cc2cc(CNC(=O)CCC(=O)O)ccc2[nH]1
→ 1%, 4%, -16%, 6%, -5%, -6%, 0%, -4%
CC(C)(C)C(=O)NC(=S)Nc1sc2c(c1C(N)=O)CCC2
→ -6%[15.4 µM], 4%, -14%[10 µM], 9%, -10%, -16%, -10%, 5%
CS(=O)(=O)N(CC(=O)NCC1CCCO1)c1cccc([N+](=O)[O-])c1 (stereo unspecified)
→ 3%, 1%, -67%[inhibitor], -9%, 1%, ?, 11%, 2%
Cc1ccc(-c2nn(-c3ccccc3)cc2C2CC(c3ccccc3)=NN2C(=O)CCC(=O)O)cc1 (stereo unspecified)
→ ·, 3%, 5%[10 µM], 3%, -9%, -14%, 2%, ?
COc1ccc(CN(Cc2ccco2)C(=O)c2ccccc2F)cc1
→ ·, ·, ·, ·, -19%, -15%, 16%[76.3 µM], 2%
O=C(COc1ccc2c(c1)CCC2)N1CCc2ccccc21
→ -8%, 7%, -37%, 11%, -6%, ?, -15%, 2%
CCc1nc2ccccc2c(C(=O)NCc2ccc(OC)cc2)c1C
→ -1%, -2%, -41%[inhibitor], -7%, -8%, -7%, -3%, -1%
O=C(NC(=S)Nc1ccc(Cl)cn1)c1cccs1
→ -3%, -10%, -61%[inhibitor], -18%, -3%, 2%, 10%, -8%
CCCSC1=C(C#N)C(c2cccs2)CC(=O)N1 (stereo unspecified)
→ ·, 5%, 8%[10 µM], 3%, -6%, -10%, -6%, -1%
COC(=O)Cc1c(C)nc2nc(NCc3ccccc3OC)[nH]n2c1=O
→ 2%, 2%, 3%, -18%, 2%, -4%, -2%, 2%
CCC(=O)Nc1nc(=S)ss1
→ -11%, -6%, 5%, -4%, -20%, ?, -1%, ?
CC(CNC(=O)c1nnc(Cc2cccc(F)c2)o1)c1ccccc1 (stereo unspecified)
→ ·, ·, ·, ·, 4%, 6%, 4%[76.3 µM], ?
O=C(NCc1ccco1)c1ccccc1-c1ccc(C(F)(F)F)cc1
→ ?, -14%, -26%, 1%, -8%, 1%, 7%, -1%
COC(=O)c1nnn(-c2ccccc2)c1N
→ 3%, -3%, 14%[10 µM], 1%, 9%, 9%, -1%, 4%
COc1ccc(-n2c(=O)c3ccc(C(=O)NCc4ccc(C)cc4)cc3n(Cc3cccc(Cl)c3)c2=O)cc1
→ ·, ·, ·, ·, -7%, 1%, 14%[76.3 µM], -15%
C/C=C/c1ccc(OCC(=O)Nc2ccc(OC)c(OC)c2)c(OC)c1
→ 4%, -19%, -37%[inhibitor], 0%, -19%, ?, -2%, -3%
COCCn1c(=S)[nH]c2cc(C(=O)NC(C)C)ccc2c1=O
→ 2%, -6%, -45%[inhibitor], 0%, 0%, 8%, 2%, 4%
CCCCNC(=O)CNC(=S)N(Cc1ccccc1)Cc1cccs1
→ -8%, 0%, -1%, -2%, -21%, -15%, ?, 13%
COCC(=O)N/N=C/c1c(C)[nH]n(-c2ccccc2)c1=O
→ 2%, -4%, -31%, -4%, -21%, ?, 4%, -8%
CC1CN=C2C(C(=O)Nc3ccccc3)=C(O)CC(c3ccccc3)N21 (stereo unspecified)
→ -2%, -2%, ·, -1%, -5%, -6%, 1%, 5%
CCC(=O)N1CCc2cc(S(=O)(=O)NC(Cc3ccccc3)C(=O)NCc3ccc(F)cc3)ccc21 (stereo unspecified)
→ ·, ·, ·, ·, -9%, 0%, -2%[76.3 µM], -4%
Nc1c(N(CCO)C(=O)/C=C/c2ccco2)c(=O)[nH]c(=O)n1Cc1ccccc1
→ 3%, -7%, -17%, -16%, -3%, -13%, -22%, -5%
O=C1C2CCCN2C(=O)N1CCCN1CCN(c2cccc(Cl)c2)CC1 (stereo unspecified)
→ 4%, -11%, ·, -17%, -8%, -5%, 9%, -13%
O=C(CSc1nnc(C2CC2)n1-c1ccccc1)Nc1ccc(N2CCOCC2)cc1
→ 3%, -7%, -5%, -5%, -17%, ?, 0%, ?
CN(C)CCCNc1nc2sc3c(c2c(=O)n1CCc1ccccc1)CCCCC3
→ ?, -1%, 0%[10 µM], 9%, ?, -16%, -3%, 7%
CCOC(=O)CC(NC(=O)Cn1nnc(-c2ccccc2F)n1)c1ccc(OC)cc1 (stereo unspecified)
→ 1%, -13%, -17%, -3%, -16%, 0%, 6%, 2%
COc1cc(/C=N/Nc2nn3cnnc3c3ccccc23)ccc1O
→ -10%, 6%, -94%[inhibitor], 11%, -17%, ?, 18µM*, 2%
CCOC(=O)CNC(=O)C12CC3CC(C1)CC(c1ccc(C)cc1)(C3)C2
→ -2%, 1%, -23%, 6%, -10%, -8%, -5%, 6%
N#Cc1nc(N2CCOCC2)nc(N2CCOCC2)n1
→ -5%, -6%, -39%[inhibitor], -2%, -8%, -2%, 13%, -17%

# Additional records:
# Order of values: GAA inh, GAA spleen mod, HTT ATP protect, aGal spleen mod, Tau fluor cs, Tau fibril ThT, GAA glycogen, Tau fibril FP
CC(C)=CC(=O)OCC(=O)Nc1cccc([N+](=O)[O-])c1
→ ?, -8%, -1%[10 µM], 0%, -9%, -10%, -8%, -6%
CCNc1nc(SC(C)C(=O)Nc2ccccc2)nc(N(C)C)n1 (stereo unspecified)
→ 5%, -7%, -5%, 5%, -13%, -10%, 1%, 2%
Cc1ccc(C)c(CN2C(=O)c3ccccc3S(=O)c3ccc(C(=O)N4CCN(c5ccccc5F)CC4)cc32)c1 (stereo unspecified)
→ ·, ·, ·, ·, -13%, -8%, -9%[76.3 µM], -5%
CC1CCCCC1NC1=NCCCS1 (stereo unspecified)
→ 11%, 0%, -9%, 3%, -5%, -1%, 5%, 3%
CC(OC(=O)C1=Cc2ccccc2OC1)C(=O)NCc1ccco1 (stereo unspecified)
→ 6%, -6%, 6%, -10%, -11%, -14%, 12%, -1%
CN(c1ccc(C(=O)NCc2ccc3c(c2)OCO3)cc1)S(=O)(=O)c1ccccc1
→ 9%, 8%, -39%[inhibitor], 2%, ?, -9%, -13%, -7%
CCN(C(=O)COc1ccccc1[N+](=O)[O-])C1CCS(=O)(=O)C1 (stereo unspecified)
→ 4%, 5%, 23%[10 µM], 5%, 7%, 8%, 5%, 0%

# Whole records, quoted from the list.
# `CC(OC(=O)C1=Cc2ccccc2OC1)C(=O)NCc1ccco1` (stereo unspecified) is listed with GAA inh: 6%; GAA spleen mod: -6%; HTT ATP protect: 6%; aGal spleen mod: -10%; Tau fluor cs: -11%; Tau fibril ThT: -14%; GAA glycogen: 12%; Tau fibril FP: -1%
# `CC(C)=CC(=O)OCC(=O)Nc1cccc([N+](=O)[O-])c1` is listed with GAA inh: ?; GAA spleen mod: -8%; HTT ATP protect: -1%[10 µM]; aGal spleen mod: 0%; Tau fluor cs: -9%; Tau fibril ThT: -10%; GAA glycogen: -8%; Tau fibril FP: -6%
